KRASV12 cytotoxicity = viability loss of HPDE-C7K cells – cell-based, fluorescence, HTS, primary screen (AID 431) | HPDE-C7K KRASV12 cells, Alamar Blue viability, 48 h; higher % means a stronger effect | cytotoxicity, % at 10 µM, or EC50 in µM where a hit was titrated | 63,000 compounds, 1.7% hits;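 active = compounds whose percent cytotoxicity in the single-dose primary screen, scaled between solvent and toxic-drug controls, exceeds 50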;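 note: 0% = DMSO solvent wells and 100% = doxorubicin-treated wells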
Bfl-1 displacement = displacement of Bid BH3 peptide from Bfl-1 – biochemical, fluorescence polarization, FITC-Bid, mouse, primary screen (AID 432) | FITC-Bid BH3 peptide fluorescence polarization displacement; higher % means a stronger effect | displacement, % at 20 µM; hits with a dose series show IC50 in µM | 64,000 compounds, 0.02% hits; in the data active = a potency from the dose series; inactive = the rest, 99 in 100 with displacement below about 15%; note: strong numbers were not always called active
LYP phosphatase = inhibition of human PTPN22 tyrosine phosphatase – biochemical, DiFMUP fluorescence, recombinant catalytic domain, 10 µM, primary screen (AID 606); recombinant LYP catalytic domain, DiFMUP fluorescence; higher % means a stronger effect; one-dose inhibition, % at 10 µM; IC50 in µM for titrated hits; 52,000 tested, under 10 active;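 active = IC50 under 40 µM in the dose-response test; inactive = IC50 of 40 µM or more, or never dose-tested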
DPM-DC inhibit = blocks S. pneumoniae diphosphomevalonate decarboxylase; purified DPM-DC, PK/LDH coupled NADH fluorescence; 65,000 compounds, 0.49% hits; calls only at 10 µM;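 active = the 320 compounds with the highest percent inhibition in the single-dose primary screen, excluding strongly autofluorescent ones, cut at about 32% in these data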;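 note: kinetic rate of NADH fluorescence loss reporting ADP formed by the decarboxylase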
MK inhibit = blocks S. pneumoniae mevalonate kinase; purified MK, PK/LDH-coupled NADH absorbance 340 nm; inhibition, % at 10 µM; 65,000 compounds, 0.48% hits;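 active = ranked among the strongest by inhibition in the single 10 µM screen, a fixed top-ranked set picked for dose follow-up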; note: no value below 0 was filed
Alkaline phosphatase = human TNAP enzyme inhibitors, biochemical, luminescent (AID 518); purified TNAP enzyme, luminescent substrate readout; higher % means a stronger effect; inhibition, % at 20 µM, or IC50 in µM where a hit was titrated; 64,000 compounds, 0.09% hits; in the data active = a potency from the dose series; inactive = the rest, 99 in 100 with inhibition below about 22%;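 note: plate controls were vehicle for no effect and reference inhibitor for full effect; many of its hits are not listed in these tables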
Spn PMK inh = inhibitors of Streptococcus pneumoniae phosphomevalonate kinase; purified PMK, PK/LDH-coupled NADH absorbance 340 nm; 65,000 compounds, 0.49% hits; inhibition, % at 10 µM; AID 539;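 active = top-ranked compounds by inhibition in the single 10 µM screen, taking a fixed number of the strongest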;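 note: 0% = full reaction with DMSO carrier and 100% = background rate without enzyme reaction; no value below 0 was filed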
HPDE-C7 cytotoxicity = cytotoxicity in HPDE-C7 cells, cell-based, fluorescence, HTS (AID 430). HPDE-C7 pancreatic duct cells viability, fluorescence; higher % means a stronger effect. cytotoxicity, % at 10 µM, or EC50 in µM where a hit was titrated. 63,000 compounds, 1.8% hits;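 note: cells exposed to compound for 48 hours before viability readout; 0% = vehicle and 100% = reference cytotoxic drug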
HT1080 cytotoxicity = HT1080 cell viability loss – fluorescence readout (AID 620) | one-dose cytotoxicity, % at 10 µM; EC50 in µM for titrated hits | HT1080 viability, fluorescence; higher % means a stronger effect | 87,000 compounds, 0.42% hits;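 note: cells exposed to compound overnight then 4 h with Alamar Blue; 0% = vehicle DMSO and 100% = killing control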
Spn PMK inh pilot replicates = also measured in Spn PMK inh; calls as there; inhibition, %; measured here: pilot screen replicates
MK inhibit pilot replicates = further read-out of MK inhibit, marked with its call; inhibition, %; measured here: pilot screen replicates
DPM-DC inhibit pilot screen % = also measured in DPM-DC inhibit; calls as there; inhibition, %; measured here: pilot screen trials
Starred values were filed as active, the others as inactive; i = inactive; · = no result given; + = active, no number. Cut-off read from the data, not from the text of the source, unless noted: active = cytotoxicity above about 50%; inactive = the rest.

SMILES	KRASV12 cytotoxicity	Bfl-1 displacement	LYP phosphatase	DPM-DC inhibit	MK inhibit	Alkaline phosphatase	Spn PMK inh	HPDE-C7 cytotoxicity	HT1080 cytotoxicity	others
CCOc1ccc(CC(=O)Nc2ccc(S(=O)(=O)Nc3cc(C)on3)cc2)cc1OCC	-5%	8%	-9%	i	3	-2%	14	8%	-6%
O=C1C2ON(c3ccc(Cl)cc3)C(c3ccco3)C2C(=O)N1c1ccccc1 (stereo unspecified)	22%	3%	7%	i	0	15%	0	16%	-2%	Spn PMK inh pilot replicates=2.5;MK inhibit pilot replicates=0.0;DPM-DC inhibit pilot screen %=3.0
COc1ccc(C2/C(=C(/O)c3cnn(-c4ccccc4)c3C)C(=O)C(=O)N2CCN(C)C)cc1OC (stereo unspecified)	12%	4%	-1%	i	0	12%	0	-6%	7%	Spn PMK inh pilot replicates=3.0;MK inhibit pilot replicates=0.0;DPM-DC inhibit pilot screen %=1.5
COc1ccc(NC(=O)CSc2nc3c(cc2C#N)CN(C)CC3)cc1	4%	8%	6%	i	2	5%	8	2%	-4%
COc1ccc(Cn2c(CCC(=O)NCc3ccco3)nc3cccnc32)cc1	-4%	-1%	-1%	i	1	5%	18	-5%	14%
CC(C)NS(=O)(=O)c1ccc(NC(=O)c2cccnc2)cc1	-7%	-7%	2%	i	3	8%	11	-7%	-2%
COc1ccc(C(=O)OCC(=O)c2ccc(C)c(S(=O)(=O)N3CCOCC3)c2)cc1OC	-12%	-2%	11%	i	0	4%	12	-17%	6%
O=c1c2ccccc2sn1-c1ccc(S(=O)(=O)N2CCCC2)cc1	·	-10%	12%	+	100*	13%	15	·	-6%
CCCc1nnc(SCc2ccc(C(=O)OC)o2)n1N	6%	4%	10%	i	3	11%	8	6%	0%
O=C(CN1C(=O)CCSc2ccccc21)Nc1cccc(F)c1	-9%	4%	10%	i	7	7%	4	-14%	0%
CCn1c(=O)cc(O)c2c(=O)n(C)c(=O)n(C)c21	3%	-4%	-3%	i	0	-10%	11	-5%	2%
O=C(NS(=O)(=O)c1ccccc1)c1ccccc1F	4%	2%	-8%	i	7	3%	2	-12%	3%
COc1ccc(Cn2c(-c3ccco3)nc3oc4ccccc4c(=O)c3c2=O)cc1	8%	-8%	1%	i	7	12%	5	-18%	4%	Spn PMK inh pilot replicates=4.5;MK inhibit pilot replicates=0.5;DPM-DC inhibit pilot screen %=3.0
COc1ccc(NC2SC(=O)N(CC(=O)O)C2=O)cc1 (stereo unspecified)	26%	0%	·	i	6	10%	11	9%	0%
COCCn1c(SCC(=O)NC(=O)NCc2ccccc2)nc2ccccc21	11%	2%	5%	i	0	12%	15	7%	4%
CCCOC(=O)C1[C@H]2C(=O)N(C(C)c3ccc(OC)cc3)C[C@]23C=C[C@H]1O3 (stereo partly specified)	-20%	-3%	-7%	i	5	6%	7	-30%	30%
Cc1cc2nc(SCC(=O)O)nc(C)c2cc1C	-4%	3%	1%	i	8	0%	4	-7%	1%
CCOc1ccc(N(CC(=O)NCc2ccc(OC)cc2)S(=O)(=O)c2c(C)noc2C)cc1	0%	-12%	6%	i	1	6%	17	-2%	10%
COc1ccc(-c2nnc3n2-c2ccccc2SC3)cc1OC	0%	0%	12%	i	0	7%	14	-17%	6%
CCOC(=O)c1c(C)[nH]c(C(=O)OC/C(O)=C(\C#N)c2nc3ccccc3[nH]2)c1C	82%*	-3%	-12%	i	1	2%	17	90%*	0%
O=C(Nc1ccc(-c2nc3ccccc3[nH]2)cc1)C1CCCO1 (stereo unspecified)	3%	5%	8%	i	6	10%	9	-5%	10%
COC(=O)c1cc2sc(Cl)cc2n1CC(=O)Nc1cccc(SC)c1	8%	5%	0%	i	6	13%	12	9%	-4%
O=C(CN1C(=O)c2ccccc2S1(=O)=O)c1ccccc1	20%	-4%	-5%	i	9	16%	0	24%	·
O=C(Nc1ccc(Cl)cc1)C1CC=CCC1C(=O)OCC(F)(F)C(F)F (stereo unspecified)	-18%	0%	5%	i	2	12%	14	-44%	1%	Spn PMK inh pilot replicates=0.5;MK inhibit pilot replicates=0.0;DPM-DC inhibit pilot screen %=5.0
O=C(c1ccco1)N1CCN(C(=O)c2ccc(Cn3cc(Br)cn3)o2)CC1	22%	-1%	1%	i	0	17%	19	20%	5%	Spn PMK inh pilot replicates=0.0;MK inhibit pilot replicates=3.5;DPM-DC inhibit pilot screen %=2.5
Cc1ccc(OCc2nnc(SCC(=O)Nc3sc(C)c(C)c3C#N)n2C)cc1	-17%	-1%	-2%	i	7	14%	9	-12%	-4%
CCc1ccc(N(CC)c2ncnc3nc[nH]c23)cc1	7%	-5%	-4%	i	21	-1%	0	-3%	7%
O=S(=O)(N=S(N1CCCCC1)N1CCCCC1)c1ccccc1	-5%	2%	11%	i	10	10%	1	-12%	-4%
Cc1cc(-c2ccccc2)c2c3c(cn2n1)c(=O)n(C)c(=O)n3C	3%	3%	-8%	i	5	13%	0	3%	11%	Spn PMK inh pilot replicates=0.5;MK inhibit pilot replicates=0.0;DPM-DC inhibit pilot screen %=0.0
COc1cc(C2C(C#N)=C(C)NC3=C2C(=O)CC(C)(C)C3)ccc1O (stereo unspecified)	-11%	-8%	9%	i	0	9%	3	-9%	2%	Spn PMK inh pilot replicates=2.0;MK inhibit pilot replicates=0.5;DPM-DC inhibit pilot screen %=0.0
COc1ccc(OC)c(N(CC(=O)Nc2ccc(NC(C)=O)cc2)S(C)(=O)=O)c1	0%	-4%	2%	i	10	6%	8	4%	7%
O=c1[nH]c(CN2CCN(C/C=C/c3ccccc3)CC2)nc2ccccc12	13%	-19%	-6%	i	10	12%	7	5%	1%
Cc1cc(SCC(=O)c2ccccc2)nc(C)n1	-9%	-12%	11%	i	3	5%	8	-1%	9%
Cc1onc(-c2ccccc2)c1C(=O)N1CCOCC1	-3%	-7%	4%	i	0	18%	3	0%	-9%	Spn PMK inh pilot replicates=2.0;MK inhibit pilot replicates=2.0;DPM-DC inhibit pilot screen %=1.5
CC1(C)Cc2c(C#N)c(SCC(=O)c3ccccc3)nc(N3CCOCC3)c2CS1	24%	-7%	4%	i	2	10%	6	20%	-20%
O=c1cnnc(NCc2ccccc2)[nH]1	21%	-5%	6%	i	0	24%	4	21%	5%	Spn PMK inh pilot replicates=9.5;MK inhibit pilot replicates=0.0;DPM-DC inhibit pilot screen %=0.0
CCOC(=O)c1c(NC(=O)CSc2nnc(CNc3ccc(F)cc3)o2)sc(C)c1C	-13%	3%	7%	i	10	18%	6	-8%	6%
CCOC(=O)Cn1c(=O)oc2cc(S(=O)(=O)N3CCCC(C(=O)OCC)C3)ccc21 (stereo unspecified)	-13%	-6%	-4%	i	8	-6%	8	-28%	-2%
CCC1(CC)C(=O)N(C)C(=O)NC1=Nc1ccccc1	17%	-5%	·	i	15	13%	7	-1%	16%
C(=N\n1cnnc1)/C1CCCCC1	3%	1%	·	·	0	1%	1	-7%	-6%

The last three entries of the section above open the next one.
SMILES	KRASV12 cytotoxicity	Bfl-1 displacement	LYP phosphatase	DPM-DC inhibit	MK inhibit	Alkaline phosphatase	Spn PMK inh	HPDE-C7 cytotoxicity	HT1080 cytotoxicity	others
CCOC(=O)Cn1c(=O)oc2cc(S(=O)(=O)N3CCCC(C(=O)OCC)C3)ccc21 (stereo unspecified)	-13%	-6%	-4%	i	8	-6%	8	-28%	-2%
CCC1(CC)C(=O)N(C)C(=O)NC1=Nc1ccccc1	17%	-5%	·	i	15	13%	7	-1%	16%
C(=N\n1cnnc1)/C1CCCCC1	3%	1%	·	·	0	1%	1	-7%	-6%
COc1ccc(-c2cc(C(=O)N3CCN(C(c4ccccc4)c4ccccc4)CC3)no2)cc1	3%	7%	·	i	0	6%	11	2%	-13%
Cc1ccccc1OCC(=O)NCC1CCCO1 (stereo unspecified)	5%	-6%	15%	i	4	9%	0	-3%	4%
CCOc1ccccc1NC(=O)CSc1nnc(-c2cnccn2)n1C	-21%	-21%	·	i	7	-2%	0	-27%	9%
Cc1ccc(C)c(NC2=NS(=O)(=O)c3ccccc32)c1	-4%	-1%	7%	i	7	6%	11	-19%	0%
CCOc1ccc2c(c1)N(C(=O)CN1C(=O)CCC1=O)C(C)(C)C=C2C	-12%	-3%	·	i	1	0%	10	-6%	3%
CC(=O)Nc1ccc(C(=O)Cn2nnc3ccccc3c2=O)cc1	0%	-1%	·	i	6	9%	13	-4%	4%
Cc1ccc(CNC(=O)CCCn2c(=O)[nH]c3ccccc3c2=O)cc1	-8%	0%	10%	i	5	4%	11	-6%	-6%
Cc1cc(C)c2c(c1)cc(C)c1nnc(SCC(=O)Nc3cc(C)on3)n12	23%	-6%	·	i	0	7%	18	20%	20%
CC(=O)N1CCN(c2nc(CC(C)C)c3c(c2C#N)CCC3)CC1	2%	7%	-2%	·	6	10%	5	-3%	-12%
COCC(=O)NCCc1ccc(S(N)(=O)=O)cc1	-6%	-3%	8%	i	8	5%	2	-6%	4%
CCOC(=O)N1CCC(NC(=O)Cn2cc3c(n2)CCCCC3)CC1	5%	0%	14%	i	9	8%	13	-12%	-1%
O=C(Nc1ccc(N2CCN(C(=O)c3ccco3)CC2)cc1)c1cccs1	-11%	2%	·	i	4	2%	13	-11%	27%
CCCCn1c2nc3ccccc3nc2c2c(=N)oc(C)nc21	-5%	-6%	·	·	10	6%	0	-8%	·
CCCCN(CC)S(=O)(=O)N1CCC(C(=O)NCCCN2CCOCC2)CC1	-11%	-12%	9%	i	0	4%	12	-14%	22%
CCCOc1ccc(/C(O)=C2/C(=O)C(=O)N(c3cc(C)on3)C2c2ccc(C(=O)OC)cc2)cc1 (stereo unspecified)	50%	-5%	1%	i	7	5%	14	48%	-5%
CCOC(=O)N1CCN(c2c(NCCN(C)Cc3ccccc3)c(=O)c2=O)CC1	-3%	-3%	1%	i	8	9%	13	1%	-5%	Spn PMK inh pilot replicates=0.0;MK inhibit pilot replicates=0.0;DPM-DC inhibit pilot screen %=0.0
O=C(Cc1c(F)cccc1Cl)c1ccc(O)cc1O	23%	14%	·	i	10	8%	13	21%	-12%
CC(C)(C)n1nc2c(c1NC(=O)COc1ccc(Cl)cc1)CSC2	-16%	-4%	-4%	i	3	13%	0	-27%	0%	Spn PMK inh pilot replicates=0.0;MK inhibit pilot replicates=0.0;DPM-DC inhibit pilot screen %=0.0
O=C(CCn1nc(-c2ccc(Cl)cc2)ccc1=O)N1CCOCC1	-5%	-2%	1%	i	11	2%	20	-8%	0%
CCOC(=O)c1cc(NC(=O)Nc2ccc(OC)c(OC)c2)c(C)nc1C	-6%	3%	0%	i	3	9%	5	6%	·
CC(C)(C)n1ncc2c(=O)n(CC(=O)c3ccc(Cl)cc3)cnc21	·	·	·	i	3	·	8	·	5%

Bioassay records: PubChem, several laboratories

Compounds as they come (roughly 3.6% active in at least one column).
